Compound activity from PubChem BioAssay.
S100A4 MyoIIA: inhibitors of S100A4-myosin IIA peptide binding, primary screen, biochemical, fluorescence polarization, TAMRA-MyoIIA peptide; AID 652163, 2013; inhibition, % at 10.7 µM; 0.14% of 360,000 active;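 active = mean inhibition of at least 70% across replicates, with every replicate also reaching that level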
Target sequence (P26447 whole entry, looked up): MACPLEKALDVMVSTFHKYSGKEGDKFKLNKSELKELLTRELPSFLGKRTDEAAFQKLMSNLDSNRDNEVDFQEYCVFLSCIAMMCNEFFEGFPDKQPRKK
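Assay system: human S100A4 monomer with TAMRA-labelled myosin IIA peptide / Buffer or medium: Calcium-containing HEPES buffer, pH 7.2 / Reagent: TAMRA-labelled myosin IIA heavy-chain peptide probe, 5 nM / Compound: one dose per compound / Timing: polarization read 5 min after assay mix addition, stable 5–60 min / Benchmarks: neutral control DMSO, positive control TFP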
ERAP1 HTS inh: human ERAP1 aminopeptidase inhibitors, primary screen, biochemical, single point, plate reader. Endoplasmic reticulum aminopeptidase 1 (Homo sapiens), Q9NZ08. recombinant ERAP1, Leu-AMC fluorescence, 60 min. inhibition, % at 10.7 µM. 0.15% of 340,000 active;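 active = mean replicate inhibition of at least 30%, or all replicates individually reaching that 30% level; inactive = mean below 30% and not every replicate reaching it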;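 note: 0% = neutral control wells and 100% = L-leucinethiol positive control wells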
Target sequence (Q9NZ08 whole entry, looked up): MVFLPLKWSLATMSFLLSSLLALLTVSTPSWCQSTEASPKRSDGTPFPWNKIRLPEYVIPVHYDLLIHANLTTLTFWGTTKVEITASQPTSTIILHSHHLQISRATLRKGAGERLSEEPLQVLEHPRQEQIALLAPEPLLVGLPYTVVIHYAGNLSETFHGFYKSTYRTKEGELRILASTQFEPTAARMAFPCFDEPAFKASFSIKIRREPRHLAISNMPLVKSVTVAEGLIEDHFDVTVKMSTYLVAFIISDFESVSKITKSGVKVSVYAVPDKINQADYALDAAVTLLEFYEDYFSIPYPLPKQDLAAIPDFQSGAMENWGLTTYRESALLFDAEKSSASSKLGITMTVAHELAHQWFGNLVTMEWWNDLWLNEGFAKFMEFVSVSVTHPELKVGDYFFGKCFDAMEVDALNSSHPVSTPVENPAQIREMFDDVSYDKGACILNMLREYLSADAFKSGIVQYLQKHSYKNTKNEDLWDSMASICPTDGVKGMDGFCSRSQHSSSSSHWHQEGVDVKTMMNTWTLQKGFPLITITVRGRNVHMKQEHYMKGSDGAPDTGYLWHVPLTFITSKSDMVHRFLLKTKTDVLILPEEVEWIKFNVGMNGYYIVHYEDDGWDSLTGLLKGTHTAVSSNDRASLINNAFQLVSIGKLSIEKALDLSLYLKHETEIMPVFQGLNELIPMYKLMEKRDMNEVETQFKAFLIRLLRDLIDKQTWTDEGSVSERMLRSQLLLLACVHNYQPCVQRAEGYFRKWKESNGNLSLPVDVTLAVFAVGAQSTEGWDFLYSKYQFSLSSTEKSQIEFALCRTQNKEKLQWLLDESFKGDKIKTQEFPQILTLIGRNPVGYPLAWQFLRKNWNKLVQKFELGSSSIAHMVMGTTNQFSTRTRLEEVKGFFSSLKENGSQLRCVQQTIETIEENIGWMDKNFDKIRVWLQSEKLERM
EWS-Fli block: EWS/Fli-driven NR0B1 reporter inhibitors, primary screen, A673 cells, NR0B1 luciferase, luminescence, MLPCN library. viability-normalised. inhibition, % at 12.6 µM. 0.67% of 350,000 active. AID 651661, 2012;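 active = mean inhibition of at least 50% after viability correction, with every replicate also passing that limit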;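 note: firefly luciferase signal divided by Alamar Blue viability fluorescence both relative to DMSO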
FN deposition inh: inhibitors of fibronectin matrix deposition, primary screen, AH1F cells, Alexa488-fibronectin fluorescence, plate reader; 0.086% of 350,000 active; inhibition, % at 12.6 µM; AH1F fibroblasts, overnight;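 active = mean inhibition across replicates of 30% or more, regardless of how many single replicates reach that level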;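 note: positive control wells lacked labelled fibronectin entirely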
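Schedule: 1 h cell adhesion before compound, then overnight fibronectin incubation; test system: AH1F fibroblast monolayer depositing Alexa488-labelled fibronectin into matrix; quantity: 10000 AH1F cells per well; probe or stimulus: fluorescent fibronectin at 24 nM final; signal: fluorescence, ex 485 nm, em 525 nm; evaluation: percent inhibition as loss of matrix-bound fibronectin fluorescence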
PGC1a acetyl inh: inhibitors of PGC1a acetylation signal, primary screen, cell-based, U2OS, AlphaScreen, inhibitor mode; AlphaScreen anti-acetyl-lysine; with virally co-expressed GCN5 acetyltransferase; inhibition, % at 15.6 µM; 0.17% of 350,000 active; AID 651687, 2012;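 active = every replicate shows inhibition of at least 40%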;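 note: 0% = neutral control wells and 100% = positive control wells; some results beyond the cut were filed as inactive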
PAX8 inh HTS: inhibitors of PAX8-driven TPO luciferase reporter, primary screen, RMG-I cells, single concentration; SteadyGlo, 24 h; inhibition, % at 12.6 µM; 1.2% of 360,000 active; AID 652154, 2013;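 active = mean replicate inhibition at least 60% with every replicate also reaching 60%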;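 note: luciferase light reporting Pax8 driven TPO promoter activity; plate controls were median of neutral control wells for no effect and mitoxantrone controls for full effect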
PglD DTNB: C. jejuni PglD acetyltransferase inhibitors, primary screen, biochemical, DTNB colorimetric, single point; UDP-N-acetylbacillosamine N-acetyltransferase PglD (Campylobacter jejuni); purified PglD enzyme, DTNB colorimetric CoA detection; inhibition, % at 12.5 µM; 0.098% of 360,000 active; AID 602405, 2012; in the data active = inhibition above about 16%, passing the limit was not always enough; note: strong numbers were not always called active
LGR2 inh: inhibitors of bursicon-induced LGR2 CRE-luciferase signal, primary screen, cell-based, HEK293, CRE-luciferase reporter, bursicon stimulation; Drosophila bursicon receptor LGR2 (rickets); bursicon-stimulated, 4 h; inhibition, % at 9.99 µM; 0.35% of 380,000 active; AID 720647, 2013;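 active = drop in luminescence signal, shown as inhibition above about 50% in the replicate tests, limit read from the data, passing the limit was not always enough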;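 note: agonist challenge used bursicon conditioned medium at about half maximal strength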
* = called active by the depositor; nt = no result given; & = joins results of further samples.

SMILES | S100A4 MyoIIA | ERAP1 HTS inh | EWS-Fli block | FN deposition inh | PGC1a acetyl inh | PAX8 inh HTS | PglD DTNB | LGR2 inh
O=C(Nc1ccc(F)cc1)N1CCCCN2[C@H](C1)[C@@H](c1ccc(-c3cccc(F)c3)cc1)[C@@H]2CO | -4 | 3 | 6 | nt | -2 | 2 | 1 | 11
Cc1cc(C(=O)NN=C(CCC(=O)O)c2cccs2)c(C)o1 | 0 | 3 | 8 | 2 | nt | 0 | -1 | 4
COc1cccc(NC(=S)N(CCCN2CCCC2)Cc2ccco2)c1 | -5 | 0 | -10 | -4 | -2 | 5 | 4 | -8
NC(=O)NNC(=S)Nc1cccc2ccccc12 | 8 | 5 | 7 | -5 | 9 | 21 | nt | 11
COc1ccc(CCNC(=O)C2(C)CCC(=O)N2Cc2ccc(F)cc2Cl)cc1OC (stereo unspecified) | -5 | -1 | 10 | -4 | -5 | -22 | 3 | 5
COC(CNC(=O)C(=O)Nc1ccc2c(c1)N(S(=O)(=O)c1cccs1)CCC2)OC | 3 | -4 | -13 | 1 | nt | 14 | 1 | 2
COc1ccc(C(=O)NCC2CCN(C(=O)C(=O)c3cccs3)CC2)cc1 | 0 | 3 | 5 | -2 | nt | -5 | nt | 13
CC(C)NC(=O)N1C[C@H]2[C@@H](c3ccccc31)[C@@H](CO)N2C(=O)C1CCCC1 | 0 | 3 | -8 | nt | -11 | 6 | -3 | 14
Cn1cc(CCC(=O)N2CCCC(Nc3ccc(F)cc3)C2)cn1 (stereo unspecified) | -1 | 1 | 5 | -17 | 3 | -14 | nt | -9
Cc1cccc2cc3c(N)c(C(=O)N4CCOCC4)sc3nc12 | nt | nt | nt | -1 | -6 | -162 | -3 | nt
C[C@H]1CN([C@@H](C)CO)C(=O)c2cccc(NS(=O)(=O)c3ccc(Cl)cc3)c2O[C@H]1CN(C)C | -12 | 1 | -7 | 4 | -4 | -8 | 3 | -11
Cc1nc(SCC(=O)Nc2sccc2C(N)=O)c2c(C)c(C)sc2n1 | 0 | -1 | -2 | nt | -13 | 12 | -6 | 0
NC(=O)C1CC(=O)N(c2ccc(OCc3c(Cl)cccc3Cl)cc2)C1 (stereo unspecified) | 4 | 0 | 17 | -4 | 2 | 11 | 8 | 6
CC(C)NC(=O)N(C)C[C@H]1OCCCC[C@@H](C)Oc2ccc(NC(=O)CCC(F)(F)F)cc2C(=O)N([C@H](C)CO)C[C@H]1C | -6 | -2 | nt | -6 | -12 | 4 | 2 | 4
Cc1noc(C)c1S(=O)(=O)Nc1ccc2c(c1)C(=O)N([C@H](C)CO)C[C@@H](C)[C@H](CN(C)S(=O)(=O)c1ccccc1)O2 | -5 | 2 | -3 | -25 | 1 | nt | 5 | -6
CC(C)NC(=O)Nc1cccc2c1O[C@@H](CN(C)Cc1ccncc1)[C@@H](C)CN([C@@H](C)CO)C2=O | 2 | -3 | 2 | nt | 4 | -4 | 3 | -4
O=C(c1ccc2c(c1)[nH]c(=S)n1c3ccccc3nc21)N1CCN(c2ncccn2)CC1 | nt | nt | nt | 7 | -7 | 8 | 4 | nt
CCS(=O)(=O)c1nc(S(=O)(=O)c2ccc(Cl)cc2)c(N2CCC(C(N)=O)CC2)s1 | 8 | 0 | nt | 1 | 10 | 22 | 3 | 28
Cc1ccc(S(=O)(=O)NC(=O)C2(C)CCN2C(=O)c2ccccc2)cc1 (stereo unspecified) | -11 | -5 | -7 | -5 | -1 | -14 | -2 | -22
CC1(c2ccccc2Br)NC(=O)N(CC(=O)N2CCc3ccccc3C2)C1=O (stereo unspecified) | 3 | 5 | 0 | 9 | -1 | 2 | -1 | 8

Individual results from above:
NC(=O)NNC(=S)Nc1cccc2ccccc12 in LGR2 inh = 11
O=C(Nc1ccc(F)cc1)N1CCCCN2[C@H](C1)[C@@H](c1ccc(-c3cccc(F)c3)cc1)[C@@H]2CO in ERAP1 HTS inh = 3

Further records
SMILES | S100A4 MyoIIA | ERAP1 HTS inh | EWS-Fli block | FN deposition inh | PGC1a acetyl inh | PAX8 inh HTS | PglD DTNB | LGR2 inh
Cn1c(CCN2CCN(c3ccccn3)CC2)nc2cc(NC(=O)COc3ccc([N+](=O)[O-])cc3)ccc21 | -6 | 1 | 7 | 6 | 8 | 9 | 5 | 3
COc1ccccc1CCC(=O)N1CCN(C(=O)c2ccccc2)CC1 | -2 | 0 | -5 | 3 | 1 | 2 | -4 | 10
CCOc1ccc(C2C3=C(CCCC3=O)Nc3ccc4ncccc4c32)cc1 (stereo unspecified) | -2 | 1 | 13 | 0 | -27 | 18 | 6 | 4
C[C@@H]1CCCCO[C@H](CN(C)Cc2ccc3c(c2)OCO3)[C@@H](C)CN([C@H](C)CO)C(=O)c2cc(NC(=O)C3CCCCC3)ccc2O1 | -3 | -2 | -8 | nt | nt | 6 | -2 | 21
CCc1ccc(NC(=O)CSc2nnc(Cc3cccn3C)n2-c2ccc(F)cc2)cc1 | -3 | nt | -6 | -2 | 0 | 4 | 3 | 3
Cc1cc2c(nc1C)CCCN2S(=O)(=O)c1ccc(C(F)(F)F)cc1 | -4 | 0 | 0 | 2 | nt | -1 | nt | -14
C[C@@H]1CN([C@H](C)CO)C(=O)Cc2cc(N(C)C)ccc2O[C@@H]1CN(C)Cc1ccccc1 | 1 | 2 | 14 | nt | -8 | 15 | 5 | -5
Cn1c(=O)oc2cc(S(=O)(=O)N3CCN(c4ccccc4F)CC3)ccc21 | 1 | -2 | 6 | 1 | 1 | -5 | 13 | -1
COc1cccc(-c2ccc3c(c2)[C@H]2[C@H](CCN2C(=O)c2ccc(F)cc2)[C@@H](CO)N3C)c1 | nt | nt | -1 | -10 | -16 | 1 | 2 | 16
CC(C)(C)C1CCC(=O)C(C2(O)C(=O)Nc3ccccc32)C1 (stereo unspecified) | 3 | -1 | nt | nt | 3 | nt | -2 | -10
Cc1c(C2OC(=O)C3(CCCCC3)C(=O)C2(C)C)c(=O)n(-c2ccccc2)n1C (stereo unspecified) | nt | nt | nt | 3 | 6 | -8 | 1 | nt
O=C(Nc1ccc(S(=O)(=O)N2CCOCC2)cc1)c1ccc(Cl)s1 | 2 | 9 | 11 | nt | 6 | nt | 2 | -8
COc1ccccc1OCCn1cc(/C=C(\C#N)C(=O)NCc2ccco2)c2ccccc21 | nt | nt | nt | 2 | -14 | 4 | -4 | 14
c1ccc2c(c1)nnn2Cn1nnc2ccccc21 | 3 | 1 | -17 | 15 | nt | -19 | -12 | -32
CNc1nc(N)c([N+](=O)[O-])c(NCC2CCCO2)n1 (stereo unspecified) | -4 | 4 | 0 | -11 | 6 | -11 | nt | -11
CC1Cc2ccccc2N1C(=O)NC1CC(=O)N(c2ccc3c(c2)OCCO3)C1 (stereo unspecified) | 1 | -2 | 2 | -2 | 12 | 5 | nt | -5
COc1ccc(S(=O)(=O)N(C)C[C@@H]2Oc3ccc(NC(=O)Cc4ccccc4)cc3C(=O)N([C@@H](C)CO)C[C@H]2C)cc1 | -4 | 2 | 6 | -3 | 5 | -4 | 2 | -23
Cc1ccc(-c2ccc([C@H]3[C@H](CO)N4CCCCN(Cc5cncnc5)C[C@@H]34)cc2)cc1 | -9 | 1 | -14 | nt | 3 | -28 | -1 | 15
O=C(CN1CCN(C2CCCCC2)CC1)Nc1ccc(Br)cc1 | 6 | 2 | 4 | 6 | -5 | 8 | nt | -2
CC1CCN(C(=O)c2ccc(NS(=O)(=O)c3cccs3)cc2)CC1 | 2 | -5 | -10 | -3 | 5 | 3 | 5 | -22

Gathered by group, the entries above containing an aryl thioether with sulfur outside any ring.
SMILES | S100A4 MyoIIA | ERAP1 HTS inh | EWS-Fli block | FN deposition inh | PGC1a acetyl inh | PAX8 inh HTS | PglD DTNB | LGR2 inh
Cc1nc(SCC(=O)Nc2sccc2C(N)=O)c2c(C)c(C)sc2n1 | 0 | -1 | -2 | nt | -13 | 12 | -6 | 0
CCc1ccc(NC(=O)CSc2nnc(Cc3cccn3C)n2-c2ccc(F)cc2)cc1 | -3 | nt | -6 | -2 | 0 | 4 | 3 | 3

Next section
SMILES | S100A4 MyoIIA | ERAP1 HTS inh | EWS-Fli block | FN deposition inh | PGC1a acetyl inh | PAX8 inh HTS | PglD DTNB | LGR2 inh
COc1ccc2c3c(n(C)c2c1)[C@@H](CO)N(S(C)(=O)=O)CC31CCN(C(=O)C2CCCC2)CC1 | -3 | nt | 3 | -13 | 1 | -3 | nt | -1
COc1ccccc1CNC(=O)C[C@H]1C[C@@H]2c3cc(N(C)C)ccc3O[C@@H]2[C@H](CO)O1 | 2 | 0 | 10 | 9 | -2 | 6 | -1 | 9
COCC(=O)Nc1ccc2c(c1)C(=O)N(C)[C@@H]1CC[C@@H](CC(=O)NCc3cccc(F)c3)O[C@@H]1CO2 | nt | nt | 3 | -5 | -11 | 1 | -4 | -4
O=C(Cc1ccncc1)NCC[C@H]1CC[C@@H](NC(=O)C2CCCC2)[C@H](CO)O1 | 0 | 0 | -5 | -2 | -2 | 2 | 2 | 1
O=C(c1ccccn1)N1CC(=O)N2[C@H](C1)[C@H](c1ccc(C#CC3CCCC3)cc1)[C@@H]2CO | -2 | 1 | 9 | nt | -2 | -3 | nt | 1
COc1ccc(S(=O)(=O)Nc2ccc3c(c2)C(=O)N([C@H](C)CO)C[C@H](C)[C@H](CN(C)S(=O)(=O)c2ccc(F)cc2)O3)cc1 | -15 | 1 | -4 | -2 | -6 | nt | 8 | 0
COc1ccc(CCC(C)NCc2ccc(Cl)c(Cl)c2)cc1 (stereo unspecified) | -3 | 2 | 14 | 10 | 11 | 9 | 1 | -25
CC(C)NC(=O)N(C)C[C@@H]1OCCCC[C@@H](C)Oc2ccc(NC(=O)NC3CCCCC3)cc2C(=O)N([C@@H](C)CO)C[C@@H]1C | 4 | -2 | -10 | -1 | 11 | -2 | -3 | 2
Cc1ccc(N(C)S(=O)(=O)c2cccc(C(=O)N3CCN(Cc4ccccc4)CC3)c2)cc1 | 1 | -3 | 7 | 10 | -6 | 20 | -2 | 14
COc1ccc(-c2ccc3c(c2)[C@@H]2[C@@H](CCN2C(=O)Cc2cccnc2)[C@H](CO)N3C)cc1 | nt | nt | -1 | 15 | -2 | -20 | -1 | -13
C[C@@H]1CCCCO[C@@H](CN(C)Cc2ccncc2)[C@@H](C)CN([C@@H](C)CO)C(=O)c2cc(NS(=O)(=O)c3ccc(F)cc3)ccc2O1 | -4 | -1 | -4 | -9 | 4 | 5 | -1 | -1
COc1ccc(S(=O)(=O)N(C)C[C@H]2Oc3c(NC(=O)NC(C)C)cccc3C(=O)N([C@H](C)CO)C[C@@H]2C)cc1 | 7&16 | -4 | 1&3 | 15&-5 | -1&0 | -4 | 2&3 | 6&-16
C[C@@H]1CN([C@H](C)CO)C(=O)c2cc(Br)cnc2O[C@H]1CN(C)C(=O)NC1CCCC1 | 10 | 0 | -10 | 5 | 3 | nt | -2 | -5
COc1cccc(-c2nnn(CC(=O)N(CC(C)C)C3CCS(=O)(=O)C3)n2)c1 (stereo unspecified) | 2 | 4 | 0 | 3 | nt | -2 | 5 | -22
COCC(=O)N[C@@H]1C=C[C@H](CC(=O)NCc2ccccc2OC)O[C@@H]1CO | -5 | 3 | 4 | 7 | 0 | -7 | 1 | 7

Rows are unselected; about 2.1% have a hit in one of these screens.
